APOBEC3G inh: APOBEC3G DNA deaminase inhibitors, primary screen, biochemical, fluorescence, single-stranded DNA substrate, uHTS | recombinant A3G, ssDNA deamination FAM/TAMRA fluorescence | hit rate 0.28% among 330,000 | inhibition, % at 20 µM | AID 493012, 2011 | DNA dC->dU-editing enzyme APOBEC-3G (Homo sapiens), Q9HC16;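 active = inhibition of at least 40% at 20 µM, with no more than 30% in the related APOBEC3A deaminase screen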;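 also: plate controls were DMSO wells with A3G for no effect and wells lacking A3G enzyme for full effect; some compounds called inactive have numbers as strong as hits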
Target sequence (Q9HC16 whole entry, looked up): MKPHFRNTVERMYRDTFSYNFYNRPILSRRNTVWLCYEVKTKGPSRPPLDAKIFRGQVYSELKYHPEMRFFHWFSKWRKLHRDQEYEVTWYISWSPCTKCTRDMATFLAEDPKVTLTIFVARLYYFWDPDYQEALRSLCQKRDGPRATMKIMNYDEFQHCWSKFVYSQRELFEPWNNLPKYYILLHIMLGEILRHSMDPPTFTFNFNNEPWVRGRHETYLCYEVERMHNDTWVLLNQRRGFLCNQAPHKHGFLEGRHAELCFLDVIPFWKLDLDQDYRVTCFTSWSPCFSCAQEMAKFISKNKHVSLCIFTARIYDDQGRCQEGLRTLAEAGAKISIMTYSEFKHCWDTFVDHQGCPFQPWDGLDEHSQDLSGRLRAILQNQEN
MIN6 prolif: inducers of MIN6 beta-cell proliferation, primary screen, ATP luminescence, uHTS. MIN6 cells proliferation, ATPlite luminescence, 48 h; cells starved in 0.2% serum; 100% = growth in 10% serum. proliferation, % at 10 µM. hit rate 0.29% among 330,000. AID 2380, 2010;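 active = compounds whose signal lies at least 3.5 SD above the mean of all wells on their plate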;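 also: 0% = DMSO-treated cells in low-serum medium and 100% = 10% serum control; some compounds called inactive have numbers as strong as hits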
mIAP act: activators of mouse IAP, primary screen, biochemical, luminescence, uHTS | muIAP, CDP-Star luminescence, 30 min; active compounds read high; 1 = vehicle-only enzyme signal, 0 = enzyme-free wells | AID 2805, 2010 | intestinal alkaline phosphatase [Mus musculus] | hit rate 0.24% among 330,000 | activation factor at 10 µM;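 active = activation factor of at least 2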; also: the source names both 10 and 20 µM as test concentration; values of inactives mirror those of a sister screen read the other way
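System: Mouse IAP enzyme | Also added: CDP-Star substrate | Dosing: Compounds dispensed in DMSO | Schedule: 30 min enzyme-substrate-compound incubation at room temperature | Technique: Chemiluminescence readout | Control set: DMSO-only wells and no-enzyme negative control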
SENP1 FRET inh: human SENP1 catalytic domain inhibitors, primary screen, biochemical, FRET, uHTS | inhibition, % at 10 µM | Sentrin-specific protease 1 (Homo sapiens), Q9P0U3 | hit rate 0.21% among 360,000 | AID 624204, 2012 | recombinant SENP1 catalytic domain, CyPet-SUMO1-YPet FRET cleavage;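 active = inhibition at least 30% at 10 µM, raw YFP signal under a set limit, fluorescence ratio 0.5 to 1.5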;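 also: 0% = enzyme with DMSO and 100% = no enzyme wells; some results filed as inactive read as strong as hits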
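Assay system: hSENP1 catalytic domain, recombinant. Amount: SENP1 enzyme, 20 pM final. Schedule: 50 min reaction, RT, dark. Technique: FRET, CFP and YFP emission. Control set: no-enzyme wells low, DMSO-plus-enzyme wells high control.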
hIAP activ: human IAP activators, primary screen, biochemical, luminescence, uHTS | activation factor at 10 µM | Intestinal-type alkaline phosphatase (Homo sapiens), P09923 | purified human IAP, CDP-Star luminescence, 30 min; active compounds read high; 1 = vehicle-only enzyme, 0 = enzyme-free background | hit rate 0.16% among 330,000;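 active = activation factor of the enzyme at least 2-fold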; also: the source names both 10 and 20 µM as test concentration; values of inactives mirror those of a sister screen read the other way
Target sequence (P09923 whole entry, looked up): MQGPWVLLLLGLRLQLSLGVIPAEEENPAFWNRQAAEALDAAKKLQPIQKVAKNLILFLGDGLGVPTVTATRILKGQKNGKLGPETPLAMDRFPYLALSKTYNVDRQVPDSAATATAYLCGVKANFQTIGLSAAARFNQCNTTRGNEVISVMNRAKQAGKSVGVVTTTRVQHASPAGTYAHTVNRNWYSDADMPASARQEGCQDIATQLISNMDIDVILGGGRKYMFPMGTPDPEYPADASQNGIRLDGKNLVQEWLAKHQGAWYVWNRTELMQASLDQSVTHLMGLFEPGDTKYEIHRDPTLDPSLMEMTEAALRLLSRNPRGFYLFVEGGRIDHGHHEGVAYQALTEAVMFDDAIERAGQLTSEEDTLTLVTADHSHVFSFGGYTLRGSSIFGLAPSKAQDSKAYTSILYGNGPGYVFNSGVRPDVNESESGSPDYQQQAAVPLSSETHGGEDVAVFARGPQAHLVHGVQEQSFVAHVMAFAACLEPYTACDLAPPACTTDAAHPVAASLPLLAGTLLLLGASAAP
hIAP inh: human IAP inhibitors, primary screen, biochemical, luminescence, uHTS | purified IAP, CDP-Star luminescence, 30 min | AID 2544, 2010 | hit rate 0.12% among 330,000 | inhibition, % at 10 µM | Intestinal-type alkaline phosphatase (Homo sapiens), P09923;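 active = inhibition reaching a set limit with compound at 10 µM in the primary screen, cut at about 35% in these data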;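 also: plate controls were DMSO wells with enzyme for no effect and no-enzyme buffer wells for full effect; values of inactives mirror those of a sister screen read the other way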
mIAP inh: inhibitors of mouse IAP, primary screen, biochemical, luminescence, uHTS; AID 2806, 2010; purified mouse IAP, CDP-Star luminescence, 30 min; inhibition, % at 10 µM; hit rate 0.2% among 330,000; intestinal alkaline phosphatase [Mus musculus];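 active = inhibition of at least 40% at 10 µM in the primary screen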;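 also: plate controls were DMSO with enzyme for no effect and no enzyme wells for full effect; values of inactives mirror those of a sister screen read the other way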
NLRP3 yeast inh: NALP3 inflammasome inhibitors in reconstituted yeast, primary screen, luminescence, uHTS. Yeast reconstituted NLRP3/ASC/caspase-1, beta-gal luminescence, 24 h. inhibition, % at 10 µM. hit rate 0.39% among 330,000;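 active = inhibition of 50% or more; inactive = inhibition below 50%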;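 also: plate controls were induced DMSO wells for no effect and uninduced yeast grown without galactose for full effect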
APOBEC3A inh: APOBEC3A ssDNA deaminase inhibitors, primary screen, selectivity assay for APOBEC3G inhibitor project, biochemical, FAM/TAMRA oligo cleavage fluorescence; recombinant A3A, FAM/TAMRA ssDNA deamination fluorescence; inhibition, % at 20 µM; hit rate 0.41% among 330,000;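 active = at least 40% inhibition at 20 µM here, with at most 30% in a related deaminase screen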;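 also: plate controls were A3A with DMSO for no effect and wells lacking A3A enzyme for full effect; some results filed as inactive read as strong as hits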
Active calls of the source: *; / = not tested or not shown. Some of the compounds tested, so the mix of outcomes need not match the whole.

Each structure is followed by: APOBEC3G inh	MIN6 prolif	mIAP act	SENP1 FRET inh	hIAP activ	hIAP inh	mIAP inh	NLRP3 yeast inh	APOBEC3A inh
> COc1cc(C(=O)O/N=C(\N)c2ccccn2)cc(OC)c1OC
  -9	-2	0.96	2	1.1	-10	4	10	-1
> O=C(NCCc1cccnc1)c1cc(COc2ccc(F)cc2F)on1
  -1	-2	1	1	1.1	-7	-2	16	0
> CC(C)(CC(=O)O)CC(=O)NCc1c(Cl)cccc1Sc1ccc(Cl)cc1
  -4	-1	0.95	1	1	0	5	7	-2
> CN(C)Cc1ccccc1COc1ccccc1
  -8	0	1	2	1.1	-6	-3	18	-5
> O=c1cc(NCc2ccccc2)nc2n1CCCS2
  3	-1	1.1	-3	1.2	-17	-5	24	7
> CC(NC(=O)COc1cc(=O)n(C)c2ccccc12)c1ccc2c(c1)OCCO2 (stereo not given)
  2	3	1	4	0.88	12	0	-10	1
> O=[N+]([O-])c1cccc(-c2ccc(SCc3ccccn3)nn2)c1
  -5	-3	1	-1	0.95	5	-5	-33	4
> Cc1ccc(S(=O)(=O)N2CCCC(C)C2)cc1 (stereo not given)
  -7	-1	0.91	1	0.81	19	9	3	-4
> Fc1ccc(-c2ccnc3nc(N4CCOCC4)nn23)cc1
  -5	0	1.1	-8	0.85	15	-5	4	-1
> O=C(CCN=C1NS(=O)(=O)c2ccccc21)OCc1nnc(-c2ccc([N+](=O)[O-])cc2)o1
  -6	-3	0.98	1	1.1	-6	2	-2	-2
> Cc1cnc(CNC(=O)C2CCC(=O)N(CCc3cccc(F)c3)C2)[nH]1 (stereo not given)
  -7	-2	1	3	0.82	18	-2	1	-9
> CCCC(=O)N1CCN(c2nc3c(OC)ccc(Cl)c3s2)CC1
  -1	-6	1.1	0	1.1	-12	-5	16	-1
> O=C(Nc1ccnn1C1CCN(C2CCCC2)CC1)c1ccccc1Cl
  -7	-1	1.1	2	1.1	-13	-11	-2	-9
> Nn1c(SCC(=O)Nc2nnc(-c3ccccc3)o2)nnc1C1CC1
  -6	0	0.96	2	1.2	-16	4	11	0
> COC(=O)C1=C(C)N=C2SC(C#N)=C(N)N2C1c1cccc(OC)c1 (stereo not given)
  -5	-3	0.93	-24	0.97	3	7	14	-6
> O=C(c1ccc(NC2=NC3CS(=O)(=O)CC3S2)cc1)N1CCN(c2ccc([N+](=O)[O-])cc2)CC1 (stereo not given)
  -3	5	0.91	-2	1.1	-12	9	13	-1
> CC(C(O)C12CC3CC(CC(C3)C1)C2)N1CCCCC1 (stereo not given)
  -4	1	0.99	1	1	-4	1	-12	3
> Cc1ccc(C(C[N+](=O)[O-])c2c(C)cc3ccccn23)cc1 (stereo not given)
  -2	-6	1	-1	0.9	10	-5	18	0
> COCCC(=O)N(Cc1ccc2c(c1)OCO2)C(C(=O)NC1CCCCC1)c1ccncc1 (stereo not given)
  -1	0	0.94	2	0.93	7	6	-5	-2
> CCn1ncc(C2=NOC(C(=O)NCc3ccc(Cl)cc3)C2)c1C (stereo not given)
  1	-2	1	3	1.1	-5	-4	15	1
> O=C(O)COn1c(-c2ccc(Cl)cc2)nc2ccc(Cl)cc21
  -6	-3	0.96	2	2.2*	-116	4	15	-3
> CCOC(=O)c1sc(NC(=O)CSc2nc3c(cc2C#N)CCCCCC3)c(C#N)c1C
  -4	-6	0.95	-28	0.91	9	5	-3	-3
> O=C(Nc1ccc(S(=O)(=O)NC2=NCCCCC2)cc1)c1ccco1
  6	2	0.95	0	0.9	10	5	8	5
> O=c1cc(O)n(C2CCCCCC2)c(=O)[nH]1
  -3	-3	0.99	-2	0.75	25	1	-11	-1
> FC(F)(F)c1cccc(NC(=S)NNC(=S)Nc2cccc(C(F)(F)F)c2)c1
  -13	-6	0.98	/	1.2	-24	2	13	1
> O=C(C1=C[C@H](c2ccc(Br)cc2)C[C@H](OCc2ccc(CO)cc2)O1)N1CCOCC1
  -10	-3	1.1	1	0.95	5	-5	5	-1
> Cc1csc(NC(=O)CSc2nnc(-c3ccoc3C)n2C(C)c2ccccc2)n1 (stereo not given)
  -7	-4	0.97	5	1.1	-12	3	-12	0
> CCOC(=O)N1CCN(C(=S)NC(=O)c2cncc(Br)c2)CC1
  -10	-1	0.86	0	0.95	5	14	4	-4
> COc1cccc(NC(=O)CN2C(=O)CSc3ccc(S(=O)(=O)N4CCC(C)CC4)cc32)c1
  -4	-4	1.2	2	0.85	15	-18	7	1
> CCOc1ccc(N2C(=O)CC(N3CCN(c4ccccc4F)CC3)C2=O)cc1 (stereo not given)
  1	-2	1	1	0.98	2	-3	8	0
> CC1CCN(C(=O)c2ccc(S(=O)(=O)N3CCCCCC3)cc2)CC1
  -4	2	1	2	0.97	3	0	12	1
> COc1ccc(NS(=O)(=O)c2cc(NC(=O)c3ccc(F)cc3)ccc2OC)cc1
  -9	-4	1.1	0	0.93	8	-9	18	-1
> Cc1nc(N[C@@H](Cc2ccccc2)C(=O)O)c2oc3ccccc3c2n1
  -2	0	0.92	1	0.92	8	8	2	2
> O=C(COc1ccc(F)cc1)NNC(=O)c1cc2ccccc2oc1=O
  -1	1	0.73	1	1.5	-54	27	13	0
> O=C(N/N=C/c1cnc(N2CCCCC2)s1)c1ccc(C(F)(F)F)cc1
  -2	-6	0.98	-60	1.1	-8	2	-2	-1
> C=CCn1c(SCc2ccc3nonc3c2)nnc1-c1cccs1
  -3	1	0.94	1	0.94	6	6	-15	-3
> Cc1cccc(NC(=O)c2cc(Cl)ccc2[N+](=O)[O-])c1
  -4	0	1	5	1	-2	-1	15	0
> CC(C)Oc1ccc(C(=O)NC(Cc2c[nH]c3ccccc23)C(=O)NN)cc1 (stereo not given)
  -6	0	0.98	3	0.81	19	2	17	-5
> COc1ccc(CC(=O)Nc2nc(C)cs2)cc1S(=O)(=O)N1CCOCC1
  -11	2	0.96	1	0.88	12	4	11	-3
> COc1ccccc1CN1CC(C(=O)N(C)CCOc2ccccc2)CCC1=O (stereo not given)
  -9	2	1	2	1	0	-1	7	-4
> O=C(NCc1ccco1)C1CCCN(S(=O)(=O)c2cccc3cccnc23)C1 (stereo not given)
  -1	-3	0.94	-1	0.98	2	6	31	0
> O=C(O)c1ccc(Nc2nc(-c3ccccc3)nc3ccccc23)cc1
  -5	0	0.83	0	0.94	6	17	1	0
> NN/C(=C\[N+](=O)[O-])Nc1ccccc1
  -11	-2	0.9	0	1	-3	10	17	1
> CCc1ccc2c(CC(=O)Nc3cccc(S(=O)(=O)N4CCOCC4)c3)coc2c1
  -2	-4	1.5	0	1	-5	-49	10	4
> CSCCC(NC(=O)c1ccccc1Cl)C(=O)NCC1COc2ccccc2O1 (stereo not given)
  -1	5	0.91	1	1	-3	9	16	-2
> N=C1/C(=C/c2ccc(OCc3ccccc3F)cc2)C(=O)N=C2SC(CC(=O)N3CCOCC3)=NN12
  -6	-3	0.92	-25	1.2	-22	8	41	-5
> CCn1c2ccc(C)cc2c2nnc(SCCN3CCOCC3)nc21
  -1	-2	0.94	-1	0.92	8	6	-6	3
> O=c1[nH]oc(O)c1-c1ncc(C(F)(F)F)cc1Cl
  -11	-2	1	0	1.2	-24	0	6	1
> CCOC(=O)CNC(=O)COc1coc(CN2CCN(c3ccccc3F)CC2)cc1=O
  -7	5	1	-2	1.1	-12	0	7	-5
> COC(=O)CSc1nc2c(c(C3CC=CCC3)c1C#N)CCC2 (stereo not given)
  -7	-2	0.95	1	1.2	-18	5	2	-5
> COC(=O)CCCC(=O)NC(C)c1cnn(-c2ccccc2C)c1C (stereo not given)
  0	-4	0.98	1	0.92	8	2	4	1
> C=CC(=O)N1c2ccccc2Sc2ccc(NC(=O)OCC)cc21
  -1	-6	1	3	1	-1	-1	32	-11
> CC1CCCCC1NC(=O)C1CCC(CNS(=O)(=O)c2ccc(F)cc2)CC1 (stereo not given)
  -2	0	1.1	0	0.99	1	-6	14	0
> CC(C)n1c(=O)[nH]c2ccccc21
  -4	-4	0.99	1	0.95	5	1	2	2
> COC(=O)CC1COc2ccccc2N1C(=O)c1cccc(C(F)(F)F)c1 (stereo not given)
  -1	0	1	-1	1.1	-8	-3	5	3
> Cc1ccc(-n2ncc3c2CC(C)(C)CC3NC(=O)CCCN2CCCC2=O)cc1 (stereo not given)
  -6	-5	1	1	1	-2	0	8	-4
> COc1ccc(OC)c(NS(=O)(=O)c2ccc(NC(C)=O)cc2)c1
  0	2	1.1	2	1.1	-11	-7	7	0
> CCC(=O)Nc1cccc(NC(=S)NC(=O)c2ccccc2Cl)c1
  -4	-4	1	2	0.75	25	-1	17	-9
> CCn1c(SCC(=O)N2CCCCCC2)nc2c([nH]c3ccccc32)c1=O
  -5	1	0.95	1	1.1	-6	5	27	1
> CCn1c(SCC(=O)N2CCOCC2)nc2c([nH]c3ccccc32)c1=O
  -5	-3	1	-1	1.1	-7	0	10	0

Next part.
Each structure is followed by: APOBEC3G inh	MIN6 prolif	mIAP act	SENP1 FRET inh	hIAP activ	hIAP inh	mIAP inh	NLRP3 yeast inh	APOBEC3A inh
> COc1ccc([C@H]2CC(=O)C=C(c3ccc(F)cc3OCc3ccccc3)C2)cc1
  -14	-7	0.94	1	0.91	9	6	3	-1
> COc1cccc(C(=O)NCC(=O)NCc2cc(=O)n(C)c(=O)n2C)c1OC
  -3	-4	0.94	3	1.3	-32	6	16	-3
> COc1cc(C2C(C#N)=C(C)NC(C)=C2C#N)cc(OC)c1OC
  0	-3	0.98	1	1.2	-22	2	10	3
> COc1ccccc1CCN=C(N)NS(=O)(=O)c1cccs1
  -1	2	1	2	0.95	4	-1	13	-1
> Cc1ccc(-c2noc(CNC(=O)c3ccoc3C)n2)cc1
  -2	0	1.1	-10	1.2	-20	-7	3	1
> COc1ccc([N+](=O)[O-])cc1N(CC(=O)NCCSc1ccc(C)cc1)S(C)(=O)=O
  5	4	1	0	1	-4	-4	23	5
> CCCCOC(=O)C1=C(C)NC(=O)NC1c1ccc([N+](=O)[O-])s1 (stereo not given)
  -1	0	0.8	-3	1.1	-12	20	11	7
> Cc1cc(C)cc(N2CCCC2=O)c1
  -6	0	0.94	0	0.92	8	6	6	-3
